RGS12 GoLoco inh: inhibitors of human Gai1-RGS12 GoLoco interaction (red fluorophore) | Potency, µM (titrated, usually from 61.6 µM), for inactives: top-dose activity, negative = inhibition, actives largely listed as inhibitors | Gai1:RGS12 GoLoco peptide FP, rhodamine, 10 min | P63096 | AID 880 | hit rate 0.44% among 230,000; active means well fitted inhibition curve with a large enough effect, not every such curve was filed as active; inactive means no such curve, though single readings can be large or run the other way; further: on the % scale 0 is the no-effect control and ±100 the full control effect; nearly all actives have a fitted effect of over 30% in size; many of its hits are not listed in these tables
Target sequence (P63096 whole entry, looked up): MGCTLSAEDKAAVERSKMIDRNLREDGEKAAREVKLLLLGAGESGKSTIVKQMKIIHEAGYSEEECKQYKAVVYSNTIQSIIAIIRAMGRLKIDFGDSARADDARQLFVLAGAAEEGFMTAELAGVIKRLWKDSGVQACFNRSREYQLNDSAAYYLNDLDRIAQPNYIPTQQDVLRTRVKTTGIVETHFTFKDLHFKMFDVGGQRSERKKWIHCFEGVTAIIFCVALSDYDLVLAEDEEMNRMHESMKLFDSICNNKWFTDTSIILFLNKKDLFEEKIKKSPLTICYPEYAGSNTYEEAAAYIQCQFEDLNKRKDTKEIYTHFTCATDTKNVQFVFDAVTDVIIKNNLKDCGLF
HTT ATP protect: protects HTT-Q103 PC12 cells, measured by ATP; PC12 HTT-Q103 induced, cytoprotection, ATP luminescence, 40 h; Potency, µM (doses to about 56.4 µM), for the others: cytoprotection (ATP increase), usual class: activators; hit rate 0.14% among 230,000;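 further: % of control where 0% means no effect; nearly all actives have a fitted effect of over 45% in size; toxic huntingtin expression switched on by the ecdysone agonist tebufenozide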
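Rat PC12, Q103 Htt exon1-GFP fusion, ecdysone promoter; tebufenozide inducer 100 nM final; compound titration; qHTS, 1500 cells/well; ATPlite luminescent read.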
aGlu spleen mod: inhibits or activates alpha-glucosidase in human spleen homogenate; Potency, µM (titrated, usually from 79.9 µM), inactives show at the top dose activity change, negative = inhibition, usual class: inhibitors; AID 2112; hit rate 0.006% among 240,000; human spleen homogenate, 4-MU-alpha-glucoside fluorescence; P10253;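 further: 0% = enzyme with vehicle and -100% = no enzyme basal signal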
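Compounds were titrated against alpha-glucosidase in spleen homogenate at pH 5.0, with 1 mM 4-methylumbelliferyl substrate for 40 min at 37 C. Reactions were quenched with pH 10 NaOH/glycine and fluorescence measured.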
GAA glycogen: alters human alpha-glucosidase cleavage of glycogen; P10253; recombinant GAA, glycogen substrate, Amplex Red glucose oxidase fluorescence; Potency, µM (series often up to 76.4 µM), for the others: top-dose activity change, negative = inhibition, actives largely listed as inhibitors; hit rate 0.38% among 300,000; AID 2100;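 further: 0% = full enzyme reaction and -100% = no-enzyme basal signal; the screen sought inhibitors and activators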
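qHTS, 1536-well; enzyme 4 nM final; cpd up to 77 uM; substrate bovine liver glycogen 30 ug; 50 mM citrate/phosphate pH 5.0, 0.01% Tween-20; 37 C, 40 min; Amplex Red detection 45 min RT; Hill fit → AC50.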
IMPase Li inh: cell-permeable IMPase inhibitors with lithium potentiation | Potency, µM (titrated, usually from 59.4 µM), for inactives: at the highest dose activity, negative = IMPase inhibition, most hits filed as inhibitors | CHO-M1 cells, IP1 TR-FRET (IP-One), carbachol + lithium | hit rate 0.35% among 210,000;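 further: IP1 builds up when IMPase is blocked and the TR-FRET signal falls; plate controls were basal vehicle for no effect and high inhibitor control for full effect; nearly all actives have a fitted effect of over 50% in size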
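IP1 accumulation measured by competitive TR-FRET in lysed CHO-M1 cells after 30 min compound exposure at 37C, with a small lithium addition to potentiate weak responses. Hill-equation AC50 from ratio and donor-channel data.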
HTT aggregate: mutant huntingtin aggregation inhibition; hit rate 1.1% among 220,000; Potency, µM (highest dose often 46.1 µM), for the others: top-dose activity change, negative = inhibition, actives largely listed as inhibitors; PC12 HttQ103-GFP aggregates, Acumen cytometry, 40 h; further: on the % scale 0 is the no-effect control and ±100 the full control effect; nearly all actives have a fitted effect of over 60% in size
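Aggregate formation scored by laser-scanning cytometer (488 excitation, 500–530 emission) in lysed PC12 cells expressing Q103-GFP after 100 nM tebufenozide induction; library tested in dose series, with ATPLite reagent added in the multiplex.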
GAA inh: blocks human lysosomal alpha-glucosidase; P10253; purified human GAA, 4-MU-alpha-glucoside fluorescence; Potency, µM (highest dose often 76.9 µM), for the others: at the top dose activity change, negative = inhibition, hits mostly inhibitors; hit rate 0.005% among 200,000;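 further: plate controls were uninhibited enzyme wells for no effect and no-enzyme background for full effect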
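qHTS format, compound range up to 77 uM. Human lysosomal enzyme at 4 nM, 400 uM 4-MU glucoside substrate, pH 5.0, 20 min room temperature; fluorescence after alkaline stop gives activity normalized to controls.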
Numbers without * were called inactive; [ ] = remark or other dose. Unless noted, the call rests on the fitted dose curve; in most records, active means well fitted curve in the direction sought with a large enough effect; inconclusive means small, poorly fitted or top-dose-only effect, or another doubt; inactive means no such curve, though single readings can be large; an effect the other way counts as inactive or inconclusive. Potency means the concentration at half of the fitted maximal effect. The list is partial (hit frequency here may not be typical).

What do the screens show for `CCN1CCN(C(=S)c2ccc(Br)cc2)CC1`?
RGS12 GoLoco inh: 3.1%; HTT ATP protect: 6.5%; aGlu spleen mod: 1.0%; GAA glycogen: 1.2%; IMPase Li inh: -8.0%[38.3 µM]; HTT aggregate: 4.4%; GAA inh: 1.6%

Results for COc1ccc2nc(/N=C(\N)NC(=O)Nc3ccccc3)nc(C)c2c1 ?
RGS12 GoLoco inh: 16.0%; HTT ATP protect: 5.9%[0.074 µM]; aGlu spleen mod: -1.3%; GAA glycogen: 2.0%; IMPase Li inh: 20.5%; HTT aggregate: inconclusive; GAA inh: 5.6%

How did CCOC(=O)C1(Cc2cccc(F)c2)CCN(Cc2c(C)nn(CC)c2C)CC1 do in these assays?
RGS12 GoLoco inh: -0.6%; HTT ATP protect: 19.0%[10 µM]; aGlu spleen mod: 1.1%; GAA glycogen: -1.8%; HTT aggregate: 10.2%[9.22 µM]

How did CCn1nc([N+](=O)[O-])c2c(-c3nc4ccccc4o3)c(N)n(CCCOC)c2c1=O do in these assays?
RGS12 GoLoco inh: 21.1%; HTT ATP protect: -117.3%[inhibitor]; aGlu spleen mod: -3.4%; GAA glycogen: -4.5%; IMPase Li inh: -5.5%; HTT aggregate: -19.1%; GAA inh: -6.8%

How did O=C(O)c1ccccc1Nc1ccc(OC(F)F)cc1 do in these assays?
RGS12 GoLoco inh: 5.7%; aGlu spleen mod: 7.0%; GAA glycogen: -6.7%; IMPase Li inh: 3.8%; HTT aggregate: 9.4%; GAA inh: -5.5%

How did CCC(C)NC(=O)C(Cc1ccccc1)NS(=O)(=O)c1cccc2nsnc12 (configuration not stated) do in these assays?
RGS12 GoLoco inh: 11.7%; HTT ATP protect: -19.1%; aGlu spleen mod: -3.6%; GAA glycogen: 8.8%; IMPase Li inh: -4.5%[38.3 µM]; HTT aggregate: 6.7%; GAA inh: -4.3%

How did O=C(N/N=C/c1c[nH]c2ccc(Br)cc12)c1ccncc1 do in these assays?
RGS12 GoLoco inh: 8.0%; HTT ATP protect: 0.0%[10 µM]; aGlu spleen mod: 8.9%; GAA glycogen: 1.5%; IMPase Li inh: 1.3%; HTT aggregate: -3.1%; GAA inh: 1.0%

How did NC(=O)c1ccc(N2CCN(c3ccccc3O)CC2)c([N+](=O)[O-])c1 do in these assays?
RGS12 GoLoco inh: 6.4%; HTT ATP protect: -25.8%; aGlu spleen mod: 0.3%; GAA glycogen: inconclusive; IMPase Li inh: 9.8%; HTT aggregate: inconclusive; GAA inh: -6.0%

Results for Cn1cc(CC(=O)NCCCN2CCCC2)c2ccccc21 ?
RGS12 GoLoco inh: 1.1%; HTT ATP protect: 3.8%[10 µM]; aGlu spleen mod: -7.0%; GAA glycogen: 23.6%; IMPase Li inh: -12.1%[38.3 µM]; HTT aggregate: 6.9%; GAA inh: inconclusive

How did S=C(NCc1ccncc1)Nc1ccc(Cl)cc1Cl do in these assays?
RGS12 GoLoco inh: 12.5%; HTT ATP protect: -3.3%; aGlu spleen mod: -0.6%; GAA glycogen: 23.0%; IMPase Li inh: 6.4%; HTT aggregate: -24.8%; GAA inh: -12.0%

Results for CC(=O)Nc1sc2c(c1C#N)CCCC2 ?
RGS12 GoLoco inh: 7.3%; HTT ATP protect: -7.6%; aGlu spleen mod: -2.3%; GAA glycogen: 2.8%; IMPase Li inh: -11.7%[38.3 µM]; HTT aggregate: 8.6%; GAA inh: inconclusive

Results for CC(=O)O[C@H]1CC[C@@]2(C)[C@@H](CC[C@H]3[C@H]2CC(=O)[C@@]2(C)[C@@H]3C[C@H]3CC(C)=CC(=O)[C@H]32)C1 ?
RGS12 GoLoco inh: 1.5%[14.2 µM]; HTT ATP protect: -4.5%[10 µM]; IMPase Li inh: -0.7%

What do the screens show for `O=C(O)c1ccc2c(c1)OCCO2`?
RGS12 GoLoco inh: -4.4%; HTT ATP protect: 7.6%; aGlu spleen mod: -4.6%; GAA glycogen: 5.6%; IMPase Li inh: 8.4%[38.3 µM]; HTT aggregate: 0.6%; GAA inh: -4.4%

Results for COc1cc(/C=N/NC(=O)C(=O)NCC2CCCO2)ccc1O (configuration not stated) ?
RGS12 GoLoco inh: -0.5%; HTT ATP protect: -7.6%[10 µM]; aGlu spleen mod: -2.6%; GAA glycogen: 7.0%; IMPase Li inh: 4.1%; HTT aggregate: -10.9%; GAA inh: inconclusive

Results for COc1ccc(NC(=O)c2sccc2-n2cccc2)cc1 ?
RGS12 GoLoco inh: 2.3%; HTT ATP protect: -7.6%[10 µM]; aGlu spleen mod: -7.4%; GAA glycogen: 0.6%; IMPase Li inh: 0.2%; HTT aggregate: 5.9%; GAA inh: 0.5%

Results for O=C(/C=C/c1c(F)cccc1Cl)c1ccc(F)cc1 ?
RGS12 GoLoco inh: 5.4%; HTT ATP protect: -21.2%; aGlu spleen mod: 7.0%; GAA glycogen: -6.5%; IMPase Li inh: 26.7%[38.3 µM]; HTT aggregate: 7.4%; GAA inh: -9.2%

What do the screens show for `COc1ccc(C(=O)C[n+]2cccc(C)c2C)cc1[N+](=O)[O-]`?
RGS12 GoLoco inh: 12.9%; HTT ATP protect: -11.5%[10 µM]; aGlu spleen mod: -2.7%; GAA glycogen: 1.8%; IMPase Li inh: 9.8%; HTT aggregate: 10.4%[9.22 µM]; GAA inh: -5.1%

What do the screens show for `O=C(CSc1nnc(CNC(=O)c2cccs2)o1)c1ccc(Cl)cc1`?
RGS12 GoLoco inh: 13.5%; HTT ATP protect: 0.4%; aGlu spleen mod: -19.9%; GAA glycogen: 1.8%; IMPase Li inh: 21.3%[38.3 µM]; HTT aggregate: 12.2%; GAA inh: -4.9%

What do the screens show for `Cc1ccc(NN2C(=O)C=C(c3ccccc3)C2=O)cc1`?
RGS12 GoLoco inh: -8.3%; HTT ATP protect: -24.0%[10 µM]; aGlu spleen mod: -1.4%; GAA glycogen: inconclusive; IMPase Li inh: 24.7%; HTT aggregate: inconclusive; GAA inh: -7.9%

Results for O=Cc1cc(N=Nc2cccc(C(=O)O)c2)ccc1O ?
RGS12 GoLoco inh: 1.4%; HTT ATP protect: -8.2%[10 µM]; aGlu spleen mod: -9.4%; GAA glycogen: 13.8%; IMPase Li inh: 5.1%; HTT aggregate: -7.9%; GAA inh: inconclusive

How did CC(=O)Nc1ccc2ccc3cccc4ccc1c2c34 do in these assays?
RGS12 GoLoco inh: -5.6%; HTT ATP protect: 19.6%[1.9 µM]; aGlu spleen mod: -3.4%; GAA glycogen: 1.6%; IMPase Li inh: -7.3%; HTT aggregate: -31.0%; GAA inh: 10.2%

How did NCCCC[C@H]1CNC(=O)C(=O)N1CCc1cc(C(F)(F)F)cc(C(F)(F)F)c1 do in these assays?
RGS12 GoLoco inh: 0.1%; HTT ATP protect: -12.9%[10 µM]; aGlu spleen mod: -0.4%; GAA glycogen: -2.9%; HTT aggregate: -22.2%[9.22 µM]

What do the screens show for `Cc1nc(N2CCCCC2)c2c(-c3cccs3)csc2n1`?
RGS12 GoLoco inh: 56.7%; HTT ATP protect: -80.2%[inhibitor]; aGlu spleen mod: 9.5%; GAA glycogen: 16.7%; IMPase Li inh: 1.6%; HTT aggregate: -17.7%; GAA inh: 3.4%

What do the screens show for `O=C(O)CNC(=O)C12CC3CC(CC(Cl)(C3)C1)C2`?
RGS12 GoLoco inh: 3.2%; HTT ATP protect: -25.1%; aGlu spleen mod: -4.0%; GAA glycogen: -0.6%; IMPase Li inh: 0.4%; HTT aggregate: 13.8%; GAA inh: 4.0%

How did CN(c1ccc(OCC(=O)OCC(=O)NC2CCCC2)cc1)S(=O)(=O)c1ccc2ccccc2c1 do in these assays?
RGS12 GoLoco inh: 10.3%; HTT ATP protect: -19.7%; aGlu spleen mod: -8.9%; GAA glycogen: -0.1%; IMPase Li inh: 5.2%; HTT aggregate: 4.2%; GAA inh: 0.8%

How did COc1ccc(NC(=O)N2CCN(CCC#N)CC2)cc1 do in these assays?
RGS12 GoLoco inh: 5.1%; HTT ATP protect: -6.0%; aGlu spleen mod: -0.5%; GAA glycogen: -3.1%; IMPase Li inh: -3.6%[38.3 µM]; HTT aggregate: 1.8%[9.22 µM]; GAA inh: -1.0%

Results for O=C(CCSc1nc(-c2ccco2)cc(C(F)(F)F)n1)NCc1ccccn1 ?
RGS12 GoLoco inh: 5.3%; HTT ATP protect: 13.6%; aGlu spleen mod: 3.3%; GAA glycogen: -0.8%; IMPase Li inh: -3.4%[38.3 µM]; HTT aggregate: 0.4%; GAA inh: 6.3%

What do the screens show for `Nc1ccc(S(=O)(=O)c2cccc(N)c2)cc1`?
RGS12 GoLoco inh: 1.6%; HTT ATP protect: 3.6%[10 µM]; aGlu spleen mod: 1.4%; GAA glycogen: -1.0%; IMPase Li inh: 2.7%; HTT aggregate: -6.5%; GAA inh: 0.2%

Results for Clc1ccccc1OCCn1ccnc1 ?
RGS12 GoLoco inh: -1.5%; HTT ATP protect: -22.6%[0.074 µM]; aGlu spleen mod: 0.2%; GAA glycogen: -3.2%; IMPase Li inh: -23.6%[38.3 µM]; HTT aggregate: 0.1%; GAA inh: 3.5%

How did CC(=O)N1CCN(c2ccc(C(N)=O)cc2[N+](=O)[O-])CC1 do in these assays?
RGS12 GoLoco inh: -7.5%; HTT ATP protect: -6.1%; aGlu spleen mod: -3.8%; GAA glycogen: -13.1%; IMPase Li inh: -10.8%; HTT aggregate: -5.8%; GAA inh: -2.3%

Results for Cc1ccc(/C=[N+](\[O-])c2ccc(N(C)C)cc2)c2nsnc12 ?
RGS12 GoLoco inh: 6.2%; HTT ATP protect: -161.7%[inhibitor]; GAA glycogen: -12.9%; IMPase Li inh: 107.4%[activator]; HTT aggregate: 11.2µM*; GAA inh: inconclusive

How did COC(=O)c1cccc(COC(=O)c2ccccc2NC(=O)c2ccco2)c1 do in these assays?
RGS12 GoLoco inh: 5.5%; HTT ATP protect: -12.8%[0.074 µM]; aGlu spleen mod: 9.1%; GAA glycogen: 1.9%; IMPase Li inh: 37.9%[activator][38.3 µM]; HTT aggregate: 11.5%; GAA inh: -3.1%

What do the screens show for `COC(=O)c1c(NC(=O)Cc2ccccc2)sc(C)c1C`?
RGS12 GoLoco inh: -0.9%; HTT ATP protect: -14.5%; aGlu spleen mod: -4.9%; GAA glycogen: -7.9%; IMPase Li inh: 38.3%[38.3 µM]; HTT aggregate: -2.0%; GAA inh: 1.4%

High-throughput results from PubChem.
